Apoferritin bind = binds horse apoferritin like a general anesthetic | apoferritin/1-aminoanthracene competitive binding, fluorescence | 350,000 compounds, 0.074% hits | Potency, µM (titrated, usually from 77.5 µM), without a hit: at the highest dose activity change, negative = displacement, most hits filed as inhibitors | P02791; further: on the % scale 0 is the no-effect control and ±100 the full control effect; nearly all actives have a fitted effect of over 20% in size
Target sequence (P02791 2-175 limits assumed): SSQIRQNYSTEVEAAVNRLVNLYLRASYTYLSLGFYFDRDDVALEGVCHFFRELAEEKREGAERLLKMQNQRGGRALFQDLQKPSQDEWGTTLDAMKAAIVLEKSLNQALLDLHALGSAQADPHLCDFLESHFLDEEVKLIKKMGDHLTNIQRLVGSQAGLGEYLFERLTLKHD
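10 uM apoferritin + 50% sat. 1-AMA, PBS; cpd 10 min RT; Ex380/Em535 endpoint; normalized to free probe vs complex; 4-param Hill fit; propofol titration as pos. ctrl.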
BLM inh = inhibitors of human Bloom syndrome helicase BLM; Potency, µM (series often up to 56.1 µM), for inactives: at the top dose activity change, negative = inhibition, most hits filed as inhibitors; recombinant BLM DNA unwinding, fluorescence dequenching; 350,000 compounds, 0.2% hits;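 further: plate controls were vehicle for no effect and no enzyme for full effect; nearly all actives have a fitted effect of over 35% in size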
POLB inh = blocks human DNA polymerase beta activity | P06746 | Pol beta primer extension/strand displacement, fluorescence kinetic | Potency, µM (doses to about 114 µM), inactives show at the top dose activity change, negative = inhibition, most hits filed as inhibitors | 340,000 compounds, 1.3% hits | AID 485314; further: on the % scale 0 is the no-effect control and ±100 the full control effect
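Pol beta (10 nM) and compounds were preincubated 15 min at room temperature, then 50 nM substrate (final) started primer extension/strand displacement. Reads were taken at 0 and 10 min; concentration-response data were fitted to a four-parameter Hill equation.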
POLI inh = blocks human DNA polymerase iota activity. Q9UNA4. Pol iota fluorescent replication assay, 10 min. Potency, µM (doses to about 115 µM), for inactives: top-dose activity, negative = inhibition, hits mostly inhibitors. 390,000 compounds, 1% hits. AID 588590
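Fluorescent replication assay read twice, at 0 min and 10 min after adding 50 nM (final) substrate. Enzyme (10 nM) and compounds were first incubated 15 min at room temperature; enzyme-free buffer wells were negative controls.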
POLK inh = DNA polymerase kappa (human) inhibition; Q9UBT6; purified Pol kappa, fluorescent DNA synthesis assay, 10 min; Potency, µM (doses to about 107 µM), for the others: at the top dose activity, negative = inhibition, most hits filed as inhibitors; 400,000 compounds, 0.53% hits; AID 588579; further: on the % scale 0 is the no-effect control and ±100 the full control effect
Target sequence (Q9UBT6 whole entry, looked up): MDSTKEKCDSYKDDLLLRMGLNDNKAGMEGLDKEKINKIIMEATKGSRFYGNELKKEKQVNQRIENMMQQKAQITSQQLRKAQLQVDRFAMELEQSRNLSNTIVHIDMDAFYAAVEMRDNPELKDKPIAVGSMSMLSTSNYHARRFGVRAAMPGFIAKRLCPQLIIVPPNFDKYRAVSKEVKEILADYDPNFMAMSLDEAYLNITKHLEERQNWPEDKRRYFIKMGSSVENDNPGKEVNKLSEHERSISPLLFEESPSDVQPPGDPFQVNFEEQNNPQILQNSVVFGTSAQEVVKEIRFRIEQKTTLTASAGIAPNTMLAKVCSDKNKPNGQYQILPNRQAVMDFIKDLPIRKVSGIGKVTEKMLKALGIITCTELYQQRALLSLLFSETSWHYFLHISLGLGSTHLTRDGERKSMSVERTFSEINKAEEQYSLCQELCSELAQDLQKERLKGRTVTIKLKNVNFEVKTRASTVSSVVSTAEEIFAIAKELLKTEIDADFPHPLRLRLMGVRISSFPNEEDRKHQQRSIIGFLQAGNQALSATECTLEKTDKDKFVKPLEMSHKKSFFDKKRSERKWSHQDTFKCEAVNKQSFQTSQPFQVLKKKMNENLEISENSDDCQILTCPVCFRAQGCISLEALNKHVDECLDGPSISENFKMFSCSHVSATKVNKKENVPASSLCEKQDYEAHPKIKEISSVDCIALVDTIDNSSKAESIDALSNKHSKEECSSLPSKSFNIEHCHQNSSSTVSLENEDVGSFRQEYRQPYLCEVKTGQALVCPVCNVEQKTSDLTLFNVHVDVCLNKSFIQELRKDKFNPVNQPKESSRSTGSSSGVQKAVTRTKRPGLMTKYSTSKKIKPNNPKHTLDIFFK
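Readout: fluorescence, taken kinetically at 0 and 10 min. Conditions: 10 nM Pol kappa, 15 min RT compound preincubation, 50 nM substrate final. Controls: enzyme-free buffer wells.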
POLH inh = DNA polymerase eta (human) inhibition; recombinant Pol eta, fluorescent DNA replication assay; 390,000 compounds, 1.2% hits; Potency, µM (series often up to 114 µM), without a hit: top-dose activity change, negative = inhibition, most hits filed as inhibitors; further: on the % scale 0 is the no-effect control and ±100 the full control effect
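Pol eta (10 nM) was preincubated with compounds for 15 min at room temperature, after which fluorescent replication substrate (50 nM final) was added to start the reaction. Fluorescence was read kinetically at 0 and 10 min.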
APE1 inh = APE1 (human) endonuclease inhibition | P27695 | recombinant APE1, TAMRA/BHQ-2 abasic DNA cleavage fluorescence | Potency, µM (top dose mostly 65.8 µM), for inactives: at the top dose activity change, negative = inhibition, hits mostly inhibitors | 350,000 compounds, 0.35% hits | AID 2517;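 further: plate controls were vehicle for no effect and reference inhibitor for full effect; nearly all actives have a fitted effect of over 55% in size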
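Substrate: short duplex with […] THF abasic site, 5'-TAMRA and 3'-BHQ-2, 50 nM final. APE1 at 0.75 nM, preincubated 15 min RT with compound. Fluorescence increase from first to third read measured activity.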
BAZ2B block = BAZ2B (human) inhibition. 360,000 compounds, 4.4% hits. Q9UIF8. Potency, µM (series often up to 114 µM), inactives show at the highest dose activity change, negative = inhibition, usual class: inhibitors. AlphaScreen BAZ2B-H3K14Ac peptide displacement. AID 504333; further: on the % scale 0 is the no-effect control and ±100 the full control effect; nearly all actives have a fitted effect of over 60% in size
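Multi-concentration screen (max 110 uM) measuring displacement of acetylated histone H3 peptide from BAZ2B by AlphaScreen, using 50 nM protein, 50 nM peptide and 10 ug/mL streptavidin donor plus Ni-chelate acceptor beads.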
G9a inh = inhibitors of human histone lysine methyltransferase G9a; G9a H3K9 monomethylation, AlphaScreen, 2 h; Potency, µM (titrated, usually from 102 µM), inactives show top-dose activity, negative = inhibition, most hits filed as inhibitors; 350,000 compounds, 8.8% hits; AID 504332; further: on the % scale 0 is the no-effect control and ±100 the full control effect; nearly all actives have a fitted effect of over 75% in size
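AlphaScreen detection with an anti-monomethyl H3K9 antibody quantified product after a 2 h room-temperature reaction containing 500 nM biotinylated H3K9 peptide, 20 µM SAM and 20 nM enzyme, which had been preincubated 15 min with compound.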
Starred values were filed as active, the others as inactive; u = inconclusive; x = not tested or not shown; [ ] = remark or other dose. The call rests on the fitted dose curve; in most records, active means well fitted curve in the direction sought with a large enough effect; inconclusive means small, poorly fitted or top-dose-only effect, or another doubt; inactive means no such curve, though single readings can be large; an effect the other way counts as inactive or inconclusive. Potency means the concentration at half of the fitted maximal effect.

SMILES	Apoferritin bind	BLM inh	POLB inh	POLI inh	POLK inh	POLH inh	APE1 inh	BAZ2B block	G9a inh
Cc1nc(SCC(=O)N2CCN(c3ccccc3)CC2)[nH]c(=O)c1C	2%	0%	17%	14%	18%	x	x	-8%	8%[59 µM]
CN(Cc1ccccc1)c1nc2c(c(=O)n(C)c(=O)n2C)n1CCSc1ncccn1	1%	3%	23%	2%	-10%	2%	-1%	-14%	u
Cc1ccccc1C(=O)NNC(=O)c1cccc(Br)c1	-5%	-3%	1%	26%	0%	-10%	-15%	7%	-5%[0.501 µM]
Cc1ccn2c(C(=O)CSc3ccccc3Cl)c(C)nc2c1	4%	-2%	-7%	3%	-2%	-14%	0%	-2%	28%[59 µM]
O=C(NCc1ccccc1)N1CCCC1	-4%	-6%	-1%	-9%	-7%	1%	19%	8%	7%
CCOc1ccc(-c2cnc(SCC(N)=O)nc2N)cc1	3%	2%	2%	1%	-16%	-16%	17%	-4%	4%[59 µM]
CCO/N=C(\C)c1c(O)c2ccccc2n(C)c1=O	3%	2%	6%	304%[activator]	-10%	-12%	-2%	8%	9%[59 µM]
O=C(O)Cn1nc(C(F)(F)F)c2c1CCC2	-4%	-6%	3%	-17%	-21%	-6%	-3%	u	u
NC1=C(O)C(=O)C(c2ccccc2)O1 (stereo unspecified)	7%	-8%	u	-24%	-15%	-7%	9%	21%	u
O=C(CN1C(=O)NC2(CCCC2)C1=O)OCCOc1ccc(Cl)cc1	x	x	x	101%[activator]	-6%	-27%	10%	2%	13%[0.501 µM]
CCC(=O)Oc1ccc2c(c1)O/C(=C\c1ccco1)C2=O	377%[activator]	2%	u	u	u	u	u	u	50µM*
COc1ccc(-c2nn(-c3ccc(F)cc3F)c3c2cnc2ccc(F)cc23)cc1	1%	-4%	-2%	u	2%[60.1 µM]	-13%	x	1%	3%[12.7 µM]

Entries from the list above with a halogen, in the order listed:
SMILES	Apoferritin bind	BLM inh	POLB inh	POLI inh	POLK inh	POLH inh	APE1 inh	BAZ2B block	G9a inh
Cc1ccccc1C(=O)NNC(=O)c1cccc(Br)c1	-5%	-3%	1%	26%	0%	-10%	-15%	7%	-5%[0.501 µM]
Cc1ccn2c(C(=O)CSc3ccccc3Cl)c(C)nc2c1	4%	-2%	-7%	3%	-2%	-14%	0%	-2%	28%[59 µM]
O=C(O)Cn1nc(C(F)(F)F)c2c1CCC2	-4%	-6%	3%	-17%	-21%	-6%	-3%	u	u
O=C(CN1C(=O)NC2(CCCC2)C1=O)OCCOc1ccc(Cl)cc1	x	x	x	101%[activator]	-6%	-27%	10%	2%	13%[0.501 µM]
COc1ccc(-c2nn(-c3ccc(F)cc3F)c3c2cnc2ccc(F)cc23)cc1	1%	-4%	-2%	u	2%[60.1 µM]	-13%	x	1%	3%[12.7 µM]

Other structures.
SMILES	Apoferritin bind	BLM inh	POLB inh	POLI inh	POLK inh	POLH inh	APE1 inh	BAZ2B block	G9a inh
COc1cccc2sc(N(Cc3cccnc3)C(=O)Cc3ccccc3)nc12	0%	-3%	8%	-7%	-17%[60.1 µM]	-8%	x	u	2%[59 µM]
Cc1cc(O)c(C(C)C)cc1NC(=O)c1ccc(Cl)cc1	-19%	-4%	27%	-3%	-23%	-26%	-2%	-2%	-12%[2.33 µM]
N#CNC(=Nc1cccc(C(F)(F)F)c1)SCc1ccc(C(=O)O)cc1	-9%	1%	6%	u	-16%	8%	0%	-20%	34%
Cc1ccc(C)c(NC(=S)NC(NC(=O)Cc2cccc3ccccc23)C(Cl)(Cl)Cl)c1 (stereo unspecified)	-10%	-3%	-8%	27%	-1%	u	3%	1%	-8%
O=C(CSc1nc2ccccc2n1Cc1ccccc1Cl)NCc1ccccc1	69%[activator]	-3%	u	9%	-6%[60.1 µM]	-13%	x	-12%	5%[12.7 µM]
COC(=O)c1ccc(COc2ccccc2/C=C(\C#N)C(=O)Nc2c(C)cccc2C)cc1	-17%	-5%	21%	123%[activator]	-1%	-17%	-2%	1%	26%[59 µM]
C=CCn1c(SCc2nc3ccccc3c(=O)[nH]2)nc2ccccc2c1=O	-16%	-3%	9%	7%	2%	1%	16%	4%	7.9µM*
C/C(=N\NC(=O)C1(C)CC1(Br)Br)c1ccc(C)cc1C (stereo unspecified)	-21%	-9%	-17%	20%	-2%	-14%	6%	-13%	x
CN(C)C=NC(=O)c1cc(C(=O)c2ccc(F)cc2)c[nH]1	-7%	-3%	u	107%[activator]	-1%	-20%	0%	-13%	7%
COCc1cc(C)nc(OCC(=O)N/N=C/c2ccc(OC)c(OC)c2)c1C#N	-19%	-3%	21%	-4%	-1%	-14%	u	-13%	u
COc1ccc(N(Cc2ccccc2)S(=O)(=O)c2cccc(C(=O)NCC3CCCO3)c2)cc1 (stereo unspecified)	x	x	x	10%	-16%	-9%	-13%	9%	-1%
CC1=NN(C(=O)c2ccc(Cn3cc(Br)c([N+](=O)[O-])n3)o2)C(O)(C(F)(F)F)C1 (stereo unspecified)	-12%	-10%	25%	-2%	-21%	-13%	3%	-22%	20%
Cc1nnc(NC(=O)CSc2nc(CC(C)C)nc3c2c(=O)n(C)c(=O)n3C)s1	-7%	6%	15%	155%[activator]	-13%	u	-2%	x	-29%
CCCSc1nc(NCc2ccco2)c2c3c(sc2n1)COC(C)(CC)C3 (stereo unspecified)	-8%	-12%	1%	15%	-16%	-4%	-2%	6%	11%[59 µM]
COCCN1Cc2cccc(C(=O)NCCc3ccccc3)c2C1=O	-7%	-2%	22%	4%	-1%	-15%	7%	3%	20%
Cc1ccc(C(=O)NCCSC(C)(C)C)cc1[N+](=O)[O-]	-18%	-1%	4%	-1%	-1%	-10%	6%	-4%	-4%[59 µM]
COc1ccc(C(C(=O)Nc2ccc3c(c2)OCO3)N(C)C(=O)Cc2c[nH]c3ccccc23)cc1 (stereo unspecified)	-5%	-11%	8%	8%	-17%	-11%	15%	2%	29%[59 µM]
COc1ccc(-c2cnnn2-c2ccc(NC(=O)c3ccc(S(=O)(=O)N4CCCCC4)cc3)cc2)cc1	-13%	-2%	24%	17%	-2%	-21%	3%	7%	-12%[12.7 µM]
COc1ccc(C)cc1N1C(=N)/C(=C2/Nc3ccccc3S2)C(c2ccccc2)C1=O (stereo unspecified)	-22%	-15%	1%	6%	-16%	-14%	2%	u	10µM*
Cc1ccccc1N1C(=O)CC(Nc2ccc3c(c2)OCO3)C1=O (stereo unspecified)	-14%	-4%	5%	33%[activator]	-15%	-15%	-3%	u	40µM*
COCCN(C(=O)COC(=O)c1ccco1)c1c(N)n(Cc2ccccc2)c(=O)[nH]c1=O	x	x	x	34%[activator]	1%	-12%	28%	10%	-3%[12.7 µM]
COc1ccc(CC(=O)Nc2ccc(S(=O)(=O)N(C)C3CCN(C)CC3)cc2)cc1	x	x	x	9%	12%	-13%	11%	8%	3%[12.7 µM]
CCOC(=O)c1cc(-c2ccccc2)n(CCCC(=O)Nc2ccc(C)cc2C)c1C	1%	-2%	-8%	-10%	-5%[60.1 µM]	20%	x	1%	-20%[59 µM]
COc1ccc(N2CCN(C(=O)CSc3nnc4c(C)cc5c(C)cc(C)cc5n34)CC2)cc1	-1%	1%	-7%	7%	-14%	-6%	1%	6%	u
O=C(Nc1cccc(NC(=O)c2cccnc2)c1)c1cccnc1	-11%	3%	0%	u	0%	-2%	-1%	-1%	u
CCCCC(CC)CNC(=O)C1CC=CCC1C(=O)O (stereo unspecified)	-3%	-2%	19%	8%	-10%	2%	9%	1%	27%[59 µM]
COc1ccccc1-c1nc(CNC(=O)NC2CCCCC2)c(C)o1	27%	-1%	-26%	31%[activator]	0%[60.1 µM]	-16%	x	-15%	7%[12.7 µM]
CN(CC(=O)Nc1cccc(S(=O)(=O)NC2=NCCC2)c1)Cc1ccccc1Cl	x	x	x	1%	-9%	-6%	1%	u	u
Cc1cc(NC(=O)C(C)SCC(=O)OC(C)C(=O)Nc2cccc(C#N)c2)no1 (stereo unspecified)	x	x	x	-17%	-4%	-15%	7%	11%	u
CC(NC(=O)Nc1ccc(F)cc1)c1ccc2c(c1)OCO2 (stereo unspecified)	-16%	0%	-15%	36%[activator]	3%	-25%	5%	-1%	38%[activator]
O=C(c1cc(C(=O)N2CCOCC2)c2nc3ccccc3n2c1)c1ccccc1O	-3%	-6%	4%	11%	-3%	-7%	7%	-12%	x
CCCCOC(=O)Cn1c(=O)n(CC(=O)OCCCC)c2cc(C)ccc21	-10%	-6%	3%	-11%	-5%	-10%	-1%	20%	76%[activator]
Cc1cc(-c2ccc(C)c(S(=O)(=O)Nc3cccc(CN4CCCC4)c3)c2)on1	-12%	-1%	3%	0%	-20%	-6%	23%	-11%	-6%
CS(=O)(=O)N(CC(=O)NCCSCc1cccc(Cl)c1)c1ccc(F)cc1	-8%	1%	33%	112%[activator]	-7%	-10%	-5%	6%	-7%[0.501 µM]
Cn1c(CCNC(=O)c2cccs2)nnc1SCC(=O)N1CCN(c2ccccc2)CC1	-6%	-1%	-4%	11%	-3%	-17%	-5%	-22%	-41%[59 µM]
Cc1ccc(CS(=O)(=O)c2ncc(Cl)c(C(=O)Nc3nnc(C)s3)n2)cc1	-12%	-2%	33%	u	19%	-9%	21%	-36%	14µM*
COc1ccc(S(=O)(=O)N2CCCC2=O)cc1N(C)S(C)(=O)=O	-4%	4%	14%	-10%	10%	8%	-14%	8%	-4%[59 µM]
COc1ccc(-c2nc3c(=O)n(C)c(=O)[nH]c3n2CCc2ccccc2)cc1	-6%	-5%	18%	0%	-16%	-12%	1%	-28%	-22%[59 µM]
COc1cc(C(=O)OCCN2CCOCC2)cc(OC)c1OC	-6%	1%	38%	-14%	0%	13%	-4%	5%	-11%
COc1ccc(N2C(=O)CCC(C(=O)Nc3ccccn3)C2c2ccc(OC)c(OC)c2)cc1 (stereo unspecified)	-8%	1%	-2%	18%	-16%	-11%	-3%	0%	34%[12.7 µM]
O=C(C[C@H]1C/C=C\CCC(=O)OC[C@H]2CCCN2C1=O)NCCO	x	x	x	15%	5%	-1%	-14%	x	x
CCCC/C(C)=N\NC(=O)CNS(=O)(=O)c1ccc([N+](=O)[O-])cc1	u	-3%	2%	4%	-8%	0%	3%	5%	u

An excerpt, so the mix of outcomes need not match the whole.
